Screening data as filed in PubChem BioAssay.
KCNQ1 inh: inhibitors of human KCNQ1 channel, primary screen, cell-based, thallium flux, high-throughput. AID 2642, 2010. B-score at 10 µM. CHO-K1 KCNQ1, FluxOR thallium flux fluorescence; stronger effect = higher value. actives 1.3% (n = 310,000). Potassium voltage-gated channel subfamily KQT member 1 (Homo sapiens), P51787;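 active = compounds whose thallium flux B-score, printed positive for inhibition, exceeds three library SD while starting fluorescence stays within three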;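 also: channel opened by potassium depolarization with thallium stimulus after 20 min compound exposure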
DYRK1A inh: rat Dyrk1A kinase inhibitors, primary screen, biochemical, single point, plate reader | Dual specificity tyrosine-phosphorylation-regulated kinase 1A (Rattus norvegicus), Q63470 | ADP-Glo luminescence, NFATc1 peptide | inhibition, % at 12.5 µM | actives 0.43% (n = 310,000); in the data active = inhibition above about 50%;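 also: plate controls were vehicle with enzyme for no effect and no enzyme for full effect; many of its hits are not listed in these tables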
hERG rescue: hERG rescue from dofetilide block, primary screen, cell-based, CHO-hERG, FluxOR thallium flux, dofetilide IC70 | Voltage-gated inwardly rectifying potassium channel KCNH2 (Homo sapiens), Q12809 | dofetilide IC70 present | activation (rescue from dofetilide block), less the hit threshold, % at 10 µM | actives 0.51% (n = 310,000) | AID 1511, 2009;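 active = activation above the mean of controls blocked by dofetilide plus 5 SD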;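 also: thallium influx through hERG after potassium depolarization seen as dye fluorescence rise; in these data hits start at about 4.7%; inactives centre near -7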
GSK3A inh: blockers of GSK3A enzyme activity – biochemical, luminescence, cell-free homogeneous, HTS, primary screen; GSK-3 alpha kinase, ADP-Glo luminescence, 60 min; AID 2650, 2010; actives 0.1% (n = 320,000); inhibition, % at 10 µM; Glycogen synthase kinase-3 alpha (Homo sapiens), P49840;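 in the data active = inhibition above about 50%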;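 also: GST-tagged GSK-3 alpha with peptide substrate and 25 µM ATP; 0% = DMSO neutral wells and 100% = GW8510 positive control wells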
GSK3beta inhib: human GSK3beta kinase inhibitors, primary screen, biochemical, cell-free homogeneous, HTS | Glycogen synthase kinase-3 beta (Homo sapiens), P49841 | GST-GSK3beta kinase, ADP-Glo luminescence, 60 min; stronger effect = lower value | activity score (negative = inhibition), % at 10 µM | actives 0.038% (n = 300,000);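 active = more than half of replicate wells score below -50%, meaning over 50% inhibition versus plate controls; inconclusive = some replicates but at most half score below -50%; inactive = no replicate scores below -50%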;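 also: 0% = median DMSO wells and -100% = median GW8510 positive control wells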
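Test system – GST-tagged human GSK3beta kinase, cell-free · Incubation – 60 min enzyme reaction, room temperature · Signal – ADP-Glo luminescence · Also added – peptide substrate and ATP at 25 µM · Controls – DMSO neutral wells and GW8510 at 20 µM as positive · Buffer or medium – Tris/MgCl2 kinase buffer · Measure – Luminescence-derived activity versus plate DMSO and GW8510 wells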
HDAC3 inhib: HDAC3 deacetylase inhibitors, primary screen, biochemical, fluorescence, cell-free homogeneous; inhibition, % at 8.3 µM; actives 0.15% (n = 320,000); recombinant HDAC3, fluorogenic peptide/trypsin coupled; in the data active = inhibition above about 26%, passing the limit was not always enough; inconclusive = no clear call, values can overlap the other calls
KCNQ1 pot: potentiators or activators of KCNQ1 channel, primary screen, cell-based, thallium flux, high-throughput; CHO-K1 KCNQ1, thallium flux FluxOR fluorescence; stronger effect = higher value; Potassium voltage-gated channel subfamily KQT member 1 (Homo sapiens), P51787; actives 0.35% (n = 310,000); AID 2648, 2010; B-score at 10 µM;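 active = fluorescence ratio B-score, a plate-corrected score, at least three library SD, with initial intensity B-score within 5 SD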
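Schedule – 37 °C overnight plating, 90-min dark dye load, 20-min compound pretreatment · System – stable KCNQ1 CHO-K1 line · Probe or stimulus – thallium- and potassium-containing depolarizing buffer · Measured by – kinetic FluxOR fluorescence, 10 s baseline plus 110 s post-stimulus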
KCNK3 inh: human KCNK3 channel inhibitors, primary screen, CHO cells, FluxOR thallium flux, B-score; Potassium channel subfamily K member 3 (Homo sapiens), O14649; FluxOR fluorescence; stronger effect = lower value; B-score at 10 µM; actives 0.84% (n = 340,000); AID 602410, 2012;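 active = B-score under library mean minus 4 SD, starting fluorescence ratio at most library mean plus 5 SD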;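 also: more negative B-score means stronger inhibition of thallium flux through KCNK3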
Target sequence (O14649 whole entry, looked up): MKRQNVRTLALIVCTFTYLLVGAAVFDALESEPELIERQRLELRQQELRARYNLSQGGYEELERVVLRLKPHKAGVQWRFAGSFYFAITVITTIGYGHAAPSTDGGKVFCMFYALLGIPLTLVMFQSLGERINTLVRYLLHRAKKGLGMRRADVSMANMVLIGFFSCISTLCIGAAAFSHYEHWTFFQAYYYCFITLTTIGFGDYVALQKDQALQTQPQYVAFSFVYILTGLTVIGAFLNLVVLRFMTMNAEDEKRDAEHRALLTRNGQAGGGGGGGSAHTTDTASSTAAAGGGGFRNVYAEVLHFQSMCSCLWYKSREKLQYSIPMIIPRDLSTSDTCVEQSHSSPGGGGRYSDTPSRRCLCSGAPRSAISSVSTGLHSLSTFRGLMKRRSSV
PolyA inh: polyadenylation inhibitors in yeast reporter cells, primary screen, luminescence, S. cerevisiae. S. cerevisiae SKY197-pL101 polyadenylation reporter, beta-gal luminescence; efflux-impaired pdr1/pdr3 knockout yeast; score 100 = 6 SD above DMSO. calls only at 12 µM. actives 0.02% (n = 300,000). AID 1875, 2009;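 active = lowest replicate activity score at least 50, where 100 means six control SD above control mean; inconclusive = lowest score under 50 but half or more replicates reach 50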;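 also: yeast exposed to compound for 9 h at 30 °C; higher score means more reporter readthrough which indicates perturbed polyadenylation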
KCNK9 block: KCNK9 potassium channel inhibitors, primary screen, HEK293 cells, thallium flux; Potassium channel subfamily K member 9 (Homo sapiens), Q9NPC2; actives 1.2% (n = 310,000); B-score at 10 µM; AID 488922, 2010; FluxOR thallium flux fluorescence; stronger effect = lower value;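 active = ratio B-score over 3 SD below the library mean, with starting fluorescence within 5 SD of its mean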;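 also: negative B-score means less thallium flux so channel inhibition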
Target sequence (Q9NPC2 whole entry, looked up): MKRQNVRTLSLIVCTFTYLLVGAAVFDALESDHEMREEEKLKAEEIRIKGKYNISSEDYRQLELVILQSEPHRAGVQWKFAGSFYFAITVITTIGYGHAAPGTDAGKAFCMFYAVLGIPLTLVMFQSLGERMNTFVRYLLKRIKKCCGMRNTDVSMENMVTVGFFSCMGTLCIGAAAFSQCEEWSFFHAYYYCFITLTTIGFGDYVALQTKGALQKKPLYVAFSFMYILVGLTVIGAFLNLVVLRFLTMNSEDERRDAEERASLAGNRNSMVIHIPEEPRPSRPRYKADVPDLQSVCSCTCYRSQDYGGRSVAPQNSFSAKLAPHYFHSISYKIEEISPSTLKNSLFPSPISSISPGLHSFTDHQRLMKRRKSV
RGS4 act: RGS4 potentiators or activators, primary screen, cell-based, HEK293 M3R inducible RGS4, calcium flux; actives 0.92% (n = 310,000); AID 463111, 2010; B-score at 10 µM; carbachol calcium flux Fluo4; stronger effect = lower value;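 active = B-score of the integrated calcium signal more than 4 SD below the library mean, with starting fluorescence not abnormally high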;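 also: negative B-score means reduced calcium response which marks RGS4 activation or potentiation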
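test system = M3R-expressing HEK293 line, RGS4 induced by doxycycline | probe or stimulus = carbachol at ECmax as muscarinic agonist stimulus | timing = dye loading 30 min 37 °C, buffer rest 30 min RT | signal = calcium dye Fluo4 fluorescence | evaluation = B score from integrated fluorescence ratio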
Starred values were filed as active, the others as inactive; i = inactive; ? = inconclusive; / = no result given.

#	SMILES	KCNQ1 inh	DYRK1A inh	hERG rescue	GSK3A inh	GSK3beta inhib	HDAC3 inhib	KCNQ1 pot	KCNK3 inh	PolyA inh	KCNK9 block	RGS4 act
1	CCOC(=O)CNC(=O)CN1C(=O)CC(c2ccco2)Sc2ccccc21 (configuration not stated)	i	6.3	-3.6	1.6	-0.9	-2.9	i	i	i	i	i
2	O=C(OCc1cnc(Cl)s1)c1cccc(Cl)c1	i	5.6	-8.7	0.2	2.2	?	i	i	i	i	i
3	CN(c1ccc(C(=O)Nc2cccnc2)cc1)S(=O)(=O)c1ccc(Cl)cc1	i	-4.6	-11.8	1.4	-1.6	/	i	i	i	i	i
4	COc1ccc(-c2ccc(C(=O)O)o2)c([N+](=O)[O-])c1	i	5.1	-17.2	1.7	-1.7	8.3	i	i	i	i	i
5	CCS(=O)(=O)n1nc(C(=O)N2CCOCC2)nc1N	i	3.6	-2.6	-0.6	-1.1	0.7	i	i	i	i	i
6	CCN(CC)S(=O)(=O)c1cc(NC(=O)COC(=O)Cn2cnc3ccccc32)ccc1C	i	-0.7	-9.9	-4.5	-2.6	-4.0	i	i	i	i	i
7	COc1cccc(NC(=S)N(CCc2nc3cc(C)c(C)cc3[nH]2)Cc2cccnc2)c1	i	0.0	2.6	-4.3	-0.8	4.2	i	i	i	i	i
8	Cc1c2cnn(-c3ccccc3)c(=O)c2c(C)n1CCCC(=O)NCCN1CCN(C)CC1	i	-4.7	-9.6	-2.4	0.4	0.6	i	i	i	i	i
9	Cc1cc(C)cc(C(=O)NCC(=O)OC(C)C(=O)N(C)c2ccccc2)c1 (configuration not stated)	i	1.1	-7.8	-2.9	-3.3	1.8	i	i	i	i	i
10	Cc1ccccc1N1CC(C(=O)NC2CCCC2)CC1=O (configuration not stated)	i	-6.9	-6.7	3.0	2.7	-2.6	i	i	i	i	i
11	Cc1ccccc1N(C(=O)c1cccs1)c1nc2ccccc2s1	7*	8.5	-7.0	0.7	-0.7	-2.9	i	i	i	i	i
12	COc1ccccc1N(CC(=O)N(CC(C)C)CC(C)C)S(=O)(=O)c1cccs1	i	4.6	-7.5	-0.7	-0.3	3.0	i	i	i	i	i
13	O=C1C(Cl)=C(N2CCC(C(=O)O)CC2)C(=O)c2ccccc21	6*	61.0*	-19.5	10.2	-2.0	/	i	i	i	i	i
14	Cc1c(C(=O)N2CCCC2)c(S(=O)(=O)N2CCN(c3ccccc3F)CC2)c(C)n1C	i	1.3	-9.3	2.9	0.8	3.1	i	i	i	i	i
15	CC1Sc2n(c3ccccc3[n+]2C)N=C1c1ccccc1 (configuration not stated)	i	2.0	-8.6	0.5	0.9	-0.1	i	i	i	i	i
16	Nc1nc(Cl)cc(Oc2ccc(Cl)cc2)n1	i	/	-9.3	0.5	-0.1	-1.2	i	i	i	i	i
17	O=C1NC(=O)/C(=C/c2ccc(-c3cccc([N+](=O)[O-])c3)o2)S1	12*	35.1	-6.1	22.7	-8.8	0.7	i	i	i	i	i
18	O=c1[nH]cnc2c1nc(SCc1ccccc1)n2C1OC(CO)C(O)C1O (configuration not stated)	i	0.9	-9.1	0.3	1.2	-3.8	i	i	i	i	i
19	Cc1cccc(C)c1N=C1SC(CC(=O)Nc2c(C)cccc2C)C(=O)N1CCc1ccccn1 (configuration not stated)	i	0.0	-15.8	0.1	-0.8	3.4	i	i	i	i	i
20	Cc1coc2c(C)c3oc(=O)c(CCC(=O)N4CCC(C(=O)NCCCC(=O)O)(c5ccccc5)CC4)c(C)c3cc12	i	/	-6.7	-2.3	2.4	-6.6	i	i	i	i	i
21	COc1cccc(C(=O)O/N=C(\N)c2ccc([N+](=O)[O-])cc2)c1	i	-1.7	-4.1	0.9	-0.6	0.7	i	i	i	i	i
22	CCOC(=O)C1CCN(c2ccc(-c3cccs3)nn2)CC1	i	16.0	-1.2	15.7	-9.7	2.5	i	i	i	i	i
23	O=c1[nH]cnc2c1C(c1ccccc1)c1c(nc[nH]c1=O)O2	i	-1.0	-4.0	/	7.2	/	i	i	i	i	i
24	O=C1C=C(N2CCN(C3=CC(=O)CCC3)CC2)CCC1	i	0.7	-9.2	0.1	1.6	13.0	i	i	i	i	i
25	O=C(NCc1ccccc1Cl)C1CCN(S(=O)(=O)N2CCCCC2)CC1	i	-10.7	-7.2	-4.5	-7.5	-1.5	i	i	i	i	i
26	COc1ccc(CCN2C(=O)CC(Cc3ccc(Br)cc3)C2=O)cc1OC (configuration not stated)	i	1.4	-5.2	-0.4	-0.6	1.8	i	i	i	i	i
27	CC(NC(=O)CCC(=O)N1CCCCCC1)c1ccccc1 (configuration not stated)	i	1.3	-8.6	0.2	-0.2	-0.6	i	i	i	i	i
28	COc1ccc(-n2cnnc2SCC(=O)c2ccc(S(=O)(=O)N3CCOCC3)cc2)cc1	i	0.1	-4.5	1.8	-1.6	-0.9	i	i	i	i	i
29	COc1cc(CNc2ncn[nH]2)ccc1OCc1cccc(C)c1	i	-3.2	-16.5	-0.4	0.4	0.7	i	i	i	i	i
30	CC12CCC(=O)N1C(C(=O)Nc1ccc(Br)cc1Cl)CS2 (configuration not stated)	i	-1.5	-14.2	0.1	-1.3	4.9	i	i	i	i	i
31	O=C(O)Cc1sc(-c2ccccc2)nc1-c1ccccc1	i	0.9	-1.0	-0.6	-1.2	3.1	i	i	i	i	i
32	CCc1ccc(S(=O)(=O)/N=C2\C=CC(=O)c3ccccc32)cc1	i	/	-11.6	0.2	-5.3	3.0	i	/	/	i	i
33	CCCOc1ccc(N2C(=O)CC(N(CCc3ccccc3)C(=O)c3ccccc3)C2=O)cc1 (configuration not stated)	i	3.9	-9.6	-9.5	-0.6	2.2	i	i	i	i	i
34	CC(C)c1ccc(OCC(=O)NCCO)cc1	i	-0.4	-1.5	-4.6	-0.4	-9.7	i	i	/	i	i
35	CC(C)(O)CC[C@@H](O)[C@](C)(O)[C@H]1CC[C@@]2(O)C3=CC(=O)[C@@H]4C[C@@H](O)[C@@H](O)C[C@]4(C)C3CC[C@]12C (some centres not stated)	i	8.6	-2.2	-0.4	-0.8	-3.8	i	i	i	i	i
36	O=C(CN1CCOC1=O)N1CCCC(Nc2ccc(F)c(F)c2)C1 (configuration not stated)	i	-0.2	-6.9	-0.9	-1.3	12.8	i	i	i	i	i
37	Cc1ccccc1C(=O)N(Cc1nc2ccccc2c(=O)[nH]1)C1CCCC1	i	-4.1	-7.6	-0.3	-0.5	1.1	i	i	i	i	i
38	CCCCCC(=O)NNC1=NCC(Cc2cccc(Cl)c2)S1 (configuration not stated)	i	/	-14.5	7.0	-1.0	-10.3	i	i	i	i	i
39	Cc1cc(C)c(NC(=O)C2CCCN2CCOC(=O)c2ccccc2)c(C)c1 (configuration not stated)	i	2.4	-10.3	4.6	1.0	11.1	i	i	i	i	i
40	Cc1ccc(CN2C(=O)C(C)Nc3ncnc(N4CCN(c5ccccn5)CC4)c32)cc1 (configuration not stated)	i	-1.7	-23.8	-3.5	-0.4	1.7	i	i	i	i	i
41	O=C(/C=C/c1ccccc1)N/C(=C/c1ccccc1)C(=O)NCCO	i	2.6	-11.7	2.9	0.9	3.6	i	i	i	i	i
42	Cc1cc(N2CCOCC2)nc2ccc(NC(=S)NCc3ccc4c(c3)OCO4)cc12	i	-58.2	-10.6	1.5	1.6	/	i	i	i	i	i
43	Clc1ccc(-c2nc3ccccc3nc2-c2ccccc2)cc1	i	-4.4	-3.4	-1.2	2.9	-1.0	i	i	i	i	i
44	COc1ccc(CNC(=O)Cn2cnc3c(=O)n(C)c(=O)n(C)c32)cc1	i	1.4	-8.3	-0.7	-0.3	3.1	i	i	i	i	i
45	O=C(Oc1cccc(Oc2ccccc2)c1)N1CCOCC1	i	-3.8	-3.6	-1.4	3.5	?	i	i	i	i	i
46	O=C(NC(=S)Nc1cc(C(F)(F)F)ccc1Cl)c1ccccc1	i	-4.6	4.7*	-5.9	3.4	8.8	i	i	i	i	i
47	CCN(CC(=O)NC1CCS(=O)(=O)C1)S(=O)(=O)c1ccc(F)cc1 (configuration not stated)	i	-3.2	-4.1	-2.2	2.1	1.9	i	i	i	i	i
48	Cc1ccc(OCCC(=O)OCC(=O)Nc2ccc(N3CCOCC3)cc2)cc1	i	-2.7	-13.0	2.2	0.2	/	i	i	i	i	i
49	NS(=O)(=O)c1ccc(N=Nc2ccc(=O)[nH]c2O)cc1	i	-0.3	-2.1	54.6*	-33.1	7.3	i	i	i	i	i
50	COc1ccc(NC(=O)CCc2nnc3ccc(NCc4ccco4)nn23)cc1	i	-2.7	-7.3	4.0	0.3	-9.1	i	i	i	i	i
51	COc1ccccc1OC1=NS(=O)(=O)c2ccccc21	i	1.7	-15.0	0.5	1.3	-1.0	i	i	i	i	i
52	CCOc1ccccc1C(=O)NC(C(=O)NCc1ccccc1OC)C(C)C (configuration not stated)	i	0.4	-7.9	-0.7	1.6	8.2	i	i	i	i	i
53	CC(=O)Nc1ccc(-n2c(C)c(C(C)=O)c(C(C)=O)c2C)cc1	i	-9.6	-11.1	-2.2	2.0	-4.3	i	i	i	i	i

These rows are one share of the data; the hit share may differ from the screen's.
